IL-2 act – IL-2 activation; IL-2 activation reporter assay, cell-based qHTS; stimulated with anti-CD3/CD4/CD28 beads; in transgenic mouse T cells; activation, % (series mostly up to about 46 µM); 360,000 compounds, 0.065% hits; AID 652025; in the data active = activation above about 50%; inconclusive = mostly about 30% to 49%; note: 0% is about no effect
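Unstimulated transgenic mouse T cells; 60-min compound exposure; bead-based TCR/CD4/CD28 stimulation; 18 h culture, 37 degrees C; dual fluorescence (EGFP, DsRed) plate cytometry.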
HEK293 tox – cytotoxicity in counter-screen for GLP-1R inverse agonists; HEK293 cAMP-luciferase reporter cells, luminescence, 24 h; Potency, µM (titrated, usually from 38.3 µM), without a hit: at the top dose activity change, negative = inhibition, usual class: inhibitors; 410,000 compounds, 0.13% hits;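 note: loss of luciferase light is scored as toxicity; potency is the fitted concentration of half-maximal effect; % is set by controls: 0 for no effect and ±100 for the full control effect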
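MLSMR compounds, 24 hr on cells at 37 deg C/5% CO2; luminescence after luciferase reagent (12 min RT). Inhibition counted as the undesired cytotoxic outcome.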
PLK1 PBD block – PLK1 (human) polo-box domain binding inhibition; AID 720504; P53350; Plk1 PBD binding of FITC phosphopeptide, fluorescence polarization; 360,000 compounds, 2.8% hits; Potency, µM, for the others: max response, negative = inhibition, most hits filed as inhibitors; note: potency is the fitted concentration of half-maximal effect; series mostly up to about 57 µM; % is set by controls: 0 for no effect and ±100 for the full control effect; nearly all actives have a fitted effect of over 65% in size
Target sequence (P53350 whole entry, looked up, the tested form may be a part): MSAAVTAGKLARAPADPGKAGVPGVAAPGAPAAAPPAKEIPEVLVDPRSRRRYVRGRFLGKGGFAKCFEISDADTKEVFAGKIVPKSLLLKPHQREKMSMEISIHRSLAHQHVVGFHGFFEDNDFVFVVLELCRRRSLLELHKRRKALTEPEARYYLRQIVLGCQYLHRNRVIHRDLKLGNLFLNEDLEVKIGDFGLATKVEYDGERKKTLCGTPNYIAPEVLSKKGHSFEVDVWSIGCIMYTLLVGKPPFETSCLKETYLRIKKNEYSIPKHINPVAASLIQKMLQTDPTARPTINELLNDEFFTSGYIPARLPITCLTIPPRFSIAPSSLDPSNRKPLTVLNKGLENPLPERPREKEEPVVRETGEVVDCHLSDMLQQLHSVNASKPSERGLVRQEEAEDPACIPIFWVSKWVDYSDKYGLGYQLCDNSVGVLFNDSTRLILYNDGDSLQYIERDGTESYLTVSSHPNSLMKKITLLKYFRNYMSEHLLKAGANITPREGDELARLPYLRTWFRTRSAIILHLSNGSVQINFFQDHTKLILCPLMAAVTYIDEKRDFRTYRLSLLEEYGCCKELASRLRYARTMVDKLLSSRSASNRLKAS
GLP1R ag – activates the human GLP-1 receptor | HEK293 GLP-1R CRE-luciferase, luminescence, 4-6 h; cells express a hypersensitive GLP-1R form | Potency, µM (doses to about 45.6 µM), for the others: at the top dose activation, usual class: activators | 380,000 compounds, 0.007% hits | AID 624172; note: potency is the fitted concentration of half-maximal effect; % of control where 0% means no effect
D3 ag – D3 dopamine receptor (human) agonism; D3R DiscoveRx beta-arrestin cells, luminescence, 90 min; P35462; max activation, %; 410,000 compounds, 0.58% hits; in the data active = max activation above about 30%; note: 0% is about no effect; mostly tested at two doses, the higher about 12 µM
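Agonist-mode cell screen: cells plated at 1500/well and incubated overnight at 37 °C, then exposed to library compounds for 90 min at 37 °C. Detection reagent was added for 30–60 min at room temperature, and luminescence was read.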
GLP1R inv ag – inverse agonists of human GLP-1 receptor; AID 624417; 410,000 compounds, 1.6% hits; HEK293 GLP-1R CRE-luciferase, luminescence, 24 h; GLP-1R form is constitutively active; Potency, µM (highest dose often 38.3 µM), without a hit: top-dose activity change, negative = inhibition, most hits filed as inhibitors; note: potency is the fitted concentration of half-maximal effect; % is set by controls: 0 for no effect and ±100 for the full control effect; nearly all actives have a fitted effect of over 55% in size
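GLP-1R inverse agonism mode: basal reporter luminescence in engineered HEK293 cells measured after one day of compound exposure at 37 deg C, with a 12 min room-temperature detection step.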
DRD3 antagonist – antagonists of human D3 dopamine receptor; D3R cells, DiscoveRx beta-arrestin luminescence, antagonist mode; active compounds read low; AID 652054; max response, negative = inhibition, %; 360,000 compounds, 2.5% hits; P35462; in the data active = max response below about -50%; inconclusive = no clear call, values can overlap the other calls; note: % is set by controls: 0 for no effect and ±100 for the full control effect; mostly tested at two doses, the higher about 12 µM
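Cells expressing the human receptor were seeded at 1500 cells/well, incubated overnight at 37 degrees C in 5% CO2, then exposed to library compounds with dopamine controls for 90 minutes at 37 degrees C before luminescent detection.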
WRN inhibitor – inhibitors of human WRN helicase | Potency, µM (titrated, usually from 114 µM), for inactives: at the highest dose activity change, negative = inhibition, hits mostly inhibitors | WRN helicase unwinding, fluorescent forked duplex, kinetic | 360,000 compounds, 0.46% hits; note: potency is the fitted concentration of half-maximal effect; % is set by controls: 0 for no effect and ±100 for the full control effect; nearly all actives have a fitted effect of over 55% in size
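WRN at 20 nM final preincubated with compound 15 min at room temperature; reaction started with 100 nM fluorophore/quencher forked duplex oligonucleotide and 2 mM ATP final. Unwinding followed kinetically by red fluorescence (ex 525, em 598 nm).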
PI5P4Ka inh – PI5P4K alpha (human) kinase inhibition; max response, %; P48426; 330,000 compounds, 1.2% hits; PI5P4Kalpha enzyme, ADP-Glo luminescence, 60 min; active compounds read low; active = max response of -50% or lower; inconclusive = between -30% and -50%; inactive = -30% or higher; note: value at the top dose of about 77 µM; % is set by controls: 0 for no effect and ±100 for the full control effect
Target sequence (P48426 whole entry, looked up): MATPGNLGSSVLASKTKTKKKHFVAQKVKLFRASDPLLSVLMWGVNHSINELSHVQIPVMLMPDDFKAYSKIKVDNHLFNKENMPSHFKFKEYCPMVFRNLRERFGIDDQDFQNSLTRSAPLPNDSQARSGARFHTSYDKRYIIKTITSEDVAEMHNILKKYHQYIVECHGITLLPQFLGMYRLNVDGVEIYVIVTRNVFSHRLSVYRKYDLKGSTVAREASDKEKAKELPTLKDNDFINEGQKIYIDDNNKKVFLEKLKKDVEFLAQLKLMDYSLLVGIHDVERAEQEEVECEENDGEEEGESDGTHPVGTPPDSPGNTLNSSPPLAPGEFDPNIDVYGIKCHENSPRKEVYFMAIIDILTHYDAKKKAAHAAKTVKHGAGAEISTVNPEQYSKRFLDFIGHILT
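Human PI5P4Kalpha with substrate in 0.038 M HEPES pH 7.4, 0.28 mM EGTA, 0.1% CHAPS, 5% DMSO; reaction started with 5 microM ATP (final), 60 min at room temperature. ADP formed read by ADP-Glo luminescence.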
Starred values were filed as active, the others as inactive; i = inactive; ? = inconclusive; · = not tested or not shown; [ ] = another dose, or the depositor's remark. Unless noted, calls come from the whole dose curve; as a rule, active = well fitted curve in the direction sought with a large enough effect; inconclusive = small, poorly fitted or top-dose-only effect, or another doubt; inactive = no such curve, though single readings can be large; an effect the other way counts as inactive or inconclusive.

SMILES	IL-2 act	HEK293 tox	PLK1 PBD block	GLP1R ag	D3 ag	GLP1R inv ag	DRD3 antagonist	WRN inhibitor	PI5P4Ka inh
COc1ccc(Cl)cc1NC(=S)NCc1ccccn1	-1.4	2%	-21%	-8%	-23	-18%	-5	-1%	-7
CN(C(=O)CCNC(=O)N1CC(=O)Nc2ccccc21)C1CCCCC1	-2.0	0%	-14%	-2%	4	3%	4	6%	2
COc1ccc(Cc2nc(-c3ccncc3)no2)cc1	-1.7	1%	3%	-6%	2	8%	19	7%	5
COc1ccc(NC(=O)CCC(=O)OC(C(=O)c2ccccc2)c2ccccc2)cc1 (centres undefined)	-2.6	3%	-2%	-4%	2	1%	-18	5%	2
COc1cc(C(=O)NNC(=S)NC(=O)c2ccc(Cl)cc2)cc(OC)c1OC	-0.2	-26%	-19%	-1%	10	-15%	-1	4%	-12
CCC(C)NC(=O)/C(=C/c1ccco1)c1ccccc1 (centres undefined)	0.0	-4%	-6%	-10%	2	-15%	18	-4%	-13
COc1ccccc1NC(=O)CN1CCN(CC(=O)Nc2cc(NC(C)=O)ccc2OC)CC1	1.8	-11%	-2%	16%	7	1%	0	-4%	8
COc1ccc(N(CC(=O)Nc2c(C)n(C)n(-c3ccccc3)c2=O)S(=O)(=O)c2ccc(F)cc2)cc1	0.0	38%[activator]	-7%	-3%	3	25%	14	-12%	-2
Cc1ccc(N(C)S(=O)(=O)c2ccc(-c3coc(C)n3)cc2)cc1	·	3%	·	10%	6	-12%	·	·	·
COc1ccccc1CCNC(=O)c1cc(COc2cccc(C(F)(F)F)c2)on1	-1.1	2%	-2%	10%	-5	?	-3	-9%	24
CN(C)c1ccc(NC(=O)CSCc2nc3c(nnn3Cc3ccc(F)cc3)c(=O)[nH]2)cc1	-2.1	-18%	-15%	-15%	-9	-16%	-13	-32%[57.1 µM]	·
COc1ccccc1N(C(=O)c1csnn1)C(C(=O)NC1CCCC1)c1ccccc1 (centres undefined)	0.9	1%	-10%	10%	1	9%	-6	6%	-2
O=C(NC1CCCCC1)C12CC3CC(CC(Cl)(C3)C1)C2	0.5	-9%	3%	5%	-2	?	14	2%	-2
CCCc1sc(N/N=C/c2ccccn2)nc1-c1ccc(F)cc1	-3.1	?	-6%	-6%	2	?	5	-15%	·
CC(=O)Nc1ccc(NC(=O)c2ccccc2Sc2ccc([N+](=O)[O-])cc2Cl)cc1	-2.6	-19%	-5%	11%	-8	?	6	2%	0
CCc1cccc(NC(=O)CS(=O)Cc2nc(-c3ccc(C)cc3)oc2C)c1 (centres undefined)	0.0	-22%	-4%	27%	9	?	23	-3%	11
COc1ccc(S(=O)(=O)N2CCN(C(=O)c3cccc(S(=O)(=O)N4CCCC4)c3)CC2)cc1	1.3	6%	-20%	0%	1	-1%	0	-2%	-6
O=C1NC(Cc2ccccc2)c2nc3cc(F)ccc3c(=O)n2-c2cc3ccccc3cc21 (centres undefined)	-0.8	-25%	-2%	8%	-1	?	-2	3%	-6
CNC(=S)N/N=C/c1c(C)nn(-c2ccc(F)cc2)c1Cl	-3.1	?	-15%	16%	-4	?	-17	-7%	5
Cc1ccc(CCNC(=O)CCc2nc3ccccc3[nH]2)cc1	-2.7	-5%	-4%	6%	-34	-7%	4	1%	5

Among those listed so far, 2 contain an NH in an aromatic ring:
SMILES	IL-2 act	HEK293 tox	PLK1 PBD block	GLP1R ag	D3 ag	GLP1R inv ag	DRD3 antagonist	WRN inhibitor	PI5P4Ka inh
CN(C)c1ccc(NC(=O)CSCc2nc3c(nnn3Cc3ccc(F)cc3)c(=O)[nH]2)cc1	-2.1	-18%	-15%	-15%	-9	-16%	-13	-32%[57.1 µM]	·
Cc1ccc(CCNC(=O)CCc2nc3ccccc3[nH]2)cc1	-2.7	-5%	-4%	6%	-34	-7%	4	1%	5

Other results.
SMILES	IL-2 act	HEK293 tox	PLK1 PBD block	GLP1R ag	D3 ag	GLP1R inv ag	DRD3 antagonist	WRN inhibitor	PI5P4Ka inh
CC(C)c1ccc(NC2CCCN(C(=O)c3ccoc3)C2)cc1 (centres undefined)	-0.7	-1%	-6%	2%	-3	?	-26	-5%	2
O=C(COC(=O)C1CCC1)Nc1cccc(Cl)c1	-0.6	3%	-4%	7%	2	-10%	-16	-13%	-2
Cc1ccc(CNC(=O)CCCOc2cc(=O)n(C)c3ccccc23)o1	-4.1	-7%	-15%	6%	4	45%[activator]	11	9%	-3
COc1cccc(C=NNc2nc3ccccc3s2)c1OC	-0.8	-11%	-1%	21%	10	3%	16	3%	5
Cc1ccc(CN2CCc3[nH]c(=S)[nH]c(=O)c3C2)cc1	0.5	7%	-9%	-4%	-6	10%	-19	-4%	-2
CC(C)Sc1nc2c(c(=O)n1-c1ccc(F)cc1)SCC2	0.1	-17%	-20%	15%	2	?	5	0%	2
Cc1ccnc(N=O)c1	1.3	0%	11µM*	-5%	16	16%	0	4%	?
CCN1CCN(C(=O)/C=C/c2ccc3c(c2)OCO3)CC1	-2.6	8%	-2%	7%	7	10%	6	0%	10
CC(=O)c1ccc(S(=O)(=O)N2CCN(C(=O)c3ccc(-n4cncn4)c([N+](=O)[O-])c3)CC2)cc1	3.3	5%	-8%	-2%	-11	9%	-16	4%	0
CCCSc1ccc([C@@H]2[C@H]3C(=O)N(CC)C(=O)[C@H]3[C@]3(C(=O)OC)CCCCN23)cc1OC	-0.5	8%	-9%	4%	-2	?	33	-10%	0
Cc1ccc(Cl)cc1NC(=O)Nn1cnnc1	-1.1	5%	-8%	-1%	-11	-4%	8	5%	10
COc1ccc(NC(=O)c2ccc(OCC3CCCO3)cc2)cc1OC (centres undefined)	0.7	5%	-4%	11%	0	5%	-12	5%	-11
O=S(=O)(Nc1ccccc1Cl)c1ccc(F)cc1	-2.5	-7%	-4%	-2%	1	-4%	?	1%	·
COc1ccc(CCN2CN(S(=O)(=O)c3ccc(OC)cc3)c3nc4ccccc4nc32)cc1	1.0	?	24µM*	0%	-9	?	-4	-26%	3
Cc1c(NC(=O)Nc2cc(Cl)ccc2Cl)c(=O)n(-c2ccccc2)n1C	-0.9	1%	-14%	-11%	4	-2%	10	-15%	1
CCOC(=O)c1c(C)[nH]c(C)c1C(=O)COC(=O)c1ccc(Cl)c(S(=O)(=O)NCc2ccccc2)c1	-3.8	-26%	?	4%	3	-25%	-27	-7%	-1
Cc1ccc(NC(=O)COC(=O)C2COc3ccccc3O2)cc1 (centres undefined)	1.0	-1%	-12%	-5%	-1	13%	11	-1%	2
CCOC(=O)N1CCN(S(=O)(=O)c2ccc(F)c(C(=O)Nc3cccc(Cl)c3C)c2)CC1	-3.6	8%	-7%	4%	1	?	-5	0%	2
O=C(O)c1ccc(-n2c(O)c(C=C3N=c4ccccc4=N3)sc2=S)cc1	-3.0	0%	?	-5%	4	?	3	-6%[11.6 µM]	-4
CC1(C)N=C(c2ccccn2)C(C)(C)N1O	-3.0	7%	-10%	2%	-19	11%	-22	-1%	·

Entries above containing two or more sulfur atoms:
SMILES	IL-2 act	HEK293 tox	PLK1 PBD block	GLP1R ag	D3 ag	GLP1R inv ag	DRD3 antagonist	WRN inhibitor	PI5P4Ka inh
COc1ccc(S(=O)(=O)N2CCN(C(=O)c3cccc(S(=O)(=O)N4CCCC4)c3)CC2)cc1	1.3	6%	-20%	0%	1	-1%	0	-2%	-6
CC(C)Sc1nc2c(c(=O)n1-c1ccc(F)cc1)SCC2	0.1	-17%	-20%	15%	2	?	5	0%	2
O=C(O)c1ccc(-n2c(O)c(C=C3N=c4ccccc4=N3)sc2=S)cc1	-3.0	0%	?	-5%	4	?	3	-6%[11.6 µM]	-4

(continued)
Compound	IL-2 act	HEK293 tox	PLK1 PBD block	GLP1R ag	D3 ag	GLP1R inv ag	DRD3 antagonist	WRN inhibitor	PI5P4Ka inh
O=S(=O)(c1ccc(F)cc1)c1nc(-c2ccco2)oc1Nc1ccccc1	-4.5	14%	-8%	16%	0	?	12	-4%	0
OC(c1cccc(Cl)c1)c1nc(-c2cccc3cccnc23)cs1 (centres undefined)	0.0	17%	-12%	7%	23	-23%	0	-18%	24
CCOC(=O)c1cc2ccc(OC(=O)c3ccco3)cc2oc1=O	-1.3	i	-25%	-6%	7	0%	16	2%	·
CCn1c(CCn2c3ccccc3c3ccccc32)n[nH]c1=S	-4.8	?	-4%	5%	-14	-21%	0	-7%	7
COc1ccc2cc(/C(C)=N/NC(=O)c3cc(-c4cccnc4)nc4ccccc34)ccc2c1	-3.8	-3%	-6%	0%	3	-5%	5	-1%	1
O=[N+]([O-])c1ccc(SCc2ccncc2)nc1	0.7	2%	-7%	9%	0	7%	3	1%	-7
O=C(CCCN1C(=O)c2cccc3cccc(c23)C1=O)N1CCN(Cc2ccc3c(c2)OCO3)CC1	-1.9	-24%	-2%	6%	-4	?	-17	5%	11
CCOc1cc(/C=C/C(=O)OCC(=O)NCc2ccco2)cc(Cl)c1OC	0.6	7%	-14%	5%	-16	?	0	-21%	3
COc1ccc(C(=O)N2CCSCC2)cc1OC1CCN(C(C)=O)CC1	-2.9	-6%	-10%	-6%	-6	16%	-10	?	4
COC(=O)c1ccc(NC(=O)CSc2nnnn2C2CCCCC2)cc1	-1.4	0%	-10%	0%	-12	-24%	-1	-4%	1
O=S(=O)(c1ccc(-c2nnco2)cc1)N1CCCCC1	0.1	-2%	2%	2%	7	7%	-12	3%	0
CC(/C=C/C=C/c1ccccc1)=N/NC(=O)c1ccc2c(c1)OCCO2	1.5	8%	0%	5%	-3	-9%	-8	-4%	-10
O=C(Nc1cc([N+](=O)[O-])ccc1Cl)c1ccc2c(c1)OCO2	-0.2	0%	-2%	0%	5	15%	25	2%	-19

Screens from PubChem.
